# Bioassay records deposited in PubChem BioAssay by Johns Hopkins Ion Channel Center.
# ANO1 activ: activates or potentiates the mouse TMEM16A chloride channel. HEK293 TMEM16A/YFP-H148Q/I152L, iodide quench fluorescence; active compounds read low. B-score at 10 µM. 340,000 tested, 0.3% active. AID 623877;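 active means fluorescence-ratio B-score plate-corrected deviation score at least 3 library SD below zero, with starting fluorescence score within 5 deviations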;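 further: channel opened by trigger with iodide after compound preincubation; score built on the fluorescence ratio of max minus min over baseline; more negative score means more quench and so TMEM16A activation or potentiation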
# RGS4 inh: inhibitors of human RGS4. AID 463165. 310,000 tested, 0.45% active. P49798. HEK293 M3R/RGS4 inducible, Fluo-4 calcium flux; active compounds read high; triggered by carbachol at its EC20. B-score at 10 µM;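 active means B-score, a plate-corrected calcium signal, over three deviations above library mean, with baseline fluorescence within five deviations of library mean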;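 further: RGS4 expression induced by doxycycline in cells with stable M3 receptor; B-score is computed from the integrated fluorescence ratio over baseline after carbachol; higher B-score means a larger calcium signal and so more RGS4 inhibition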
# Target sequence (P49798 whole entry, looked up): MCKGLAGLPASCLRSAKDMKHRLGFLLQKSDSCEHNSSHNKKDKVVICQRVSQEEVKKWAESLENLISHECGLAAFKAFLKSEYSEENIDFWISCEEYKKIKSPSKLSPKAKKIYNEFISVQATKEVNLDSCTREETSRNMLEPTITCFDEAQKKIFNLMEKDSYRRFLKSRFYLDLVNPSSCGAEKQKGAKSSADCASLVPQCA
# MrgX1 ag: agonists of human MrgX1 receptor | MrgX1-HEK293 cells, Fluo-4 calcium fluorescence, agonist mode; active compounds read high | B-score at 10 µM | 310,000 tested, 0.44% active;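 active means calcium response B-score plate-corrected fluorescence ratio at least 3 library SD, with starting fluorescence B-score inside 5 SD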
#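 Material: HEK293 cells stably expressing human MrgX1 receptor | Quantity: 15,000 cells per well | Times: Cells plated overnight, dye loaded 0.5 h 37 °C, 0.5 h room temperature | Measured by: Kinetic Fluo-4 NW fluorescence of intracellular calcium | Control set: Positive and negative controls per plate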
# KCNK9 block: inhibitors of human KCNK9 two-pore domain potassium channel; Q9NPC2; HEK293 KCNK9, FluxOR thallium flux fluorescence; active compounds read low; B-score at 10 µM; 310,000 tested, 1.2% active; AID 488922;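 active means ratio B-score over 3 SD below the library mean, with starting fluorescence within 5 SD of its mean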;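 further: negative B-score means less thallium flux so channel inhibition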
# ANO1 block: inhibitors of mouse TMEM16A calcium-activated chloride channel | Q8BHY3 | HEK293 TMEM16A/YFP iodide influx fluorescence, ionomycin | normalized B-score (activity score, 25-100; higher = stronger inhibition) at 10 µM | 310,000 tested, 1.2% active | AID 588511;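 active means ratio plate-corrected score three or more library SD toward inhibition, starting fluorescence score within five deviations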;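 further: score derived from kinetic fluorescence span divided by baseline fluorescence per well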
# hERG protect: shields human hERG channel from block by proarrhythmic agents; Q12809; CHO-hERG, FluxOR thallium flux, dofetilide IC70 present; activation (rescue from dofetilide block), less the hit threshold, % at 10 µM; 310,000 tested, 0.51% active; AID 1511;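 active means activation above the mean of controls blocked by dofetilide plus 5 SD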;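 further: thallium influx through hERG after potassium depolarization seen as dye fluorescence rise; in these data hits start at about 4.7%; inactives centre near -7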
# MrgX1 allo act: human MrgX1 positive allosteric modulation, primary screen; Q96LB2; B-score at 10 µM; 310,000 tested, 0.63% active; MrgX1-HEK293, Fluo-4 calcium flux, FDSS; active compounds read high; AID 588675;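 active means plate-corrected calcium response at least 3 library SD above typical, normal starting fluorescence, not activating the receptor alone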;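 further: compound read alongside a low EC10 to EC30 dose of BAM8-22 agonist; peak minus trough fluorescence over baseline measured at the second addition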
# KCNK3 inh: human KCNK3 channel inhibition, primary screen; B-score at 10 µM; O14649; 340,000 tested, 0.84% active; CHO-KCNK3 thallium flux, FluxOR fluorescence; active compounds read low;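 active means B-score under library mean minus 4 SD, starting fluorescence ratio at most library mean plus 5 SD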;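 further: more negative B-score means stronger inhibition of thallium flux through KCNK3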
# RGS4 act: RGS4 potentiation or activation. HEK293 M3R/inducible RGS4, carbachol calcium flux Fluo4; active compounds read low. B-score at 10 µM. 310,000 tested, 0.92% active;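 active means B-score of the integrated calcium signal more than 4 SD below the library mean, with starting fluorescence not abnormally high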;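 further: negative B-score means reduced calcium response which marks RGS4 activation or potentiation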
#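 Assay system: HEK293 FlpIn-TREx cells, stable M3R, doxycycline-inducible RGS4 / Probe or stimulus: carbachol, ECmax concentration / Times: overnight RGS4 induction, 30 min dye load 37 °C, 20 min compound RT / Signal: kinetic calcium fluorescence imaging with Fluo4-AM dye, 2 µM / Measure: Agonist-evoked peak-minus-minimum fluorescence over baseline, integrated ratio, B score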
# KCNQ1 inh: blocks the human KCNQ1 potassium channel. CHO-K1 KCNQ1, FluxOR thallium flux fluorescence; active compounds read high. B-score at 10 µM. 310,000 tested, 1.3% active. AID 2642;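 active means compounds whose thallium flux B-score, printed positive for inhibition, exceeds three library SD while starting fluorescence stays within three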;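 further: channel opened by potassium depolarization with thallium stimulus after 20 min compound exposure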
# Target sequence (P51787 whole entry, looked up): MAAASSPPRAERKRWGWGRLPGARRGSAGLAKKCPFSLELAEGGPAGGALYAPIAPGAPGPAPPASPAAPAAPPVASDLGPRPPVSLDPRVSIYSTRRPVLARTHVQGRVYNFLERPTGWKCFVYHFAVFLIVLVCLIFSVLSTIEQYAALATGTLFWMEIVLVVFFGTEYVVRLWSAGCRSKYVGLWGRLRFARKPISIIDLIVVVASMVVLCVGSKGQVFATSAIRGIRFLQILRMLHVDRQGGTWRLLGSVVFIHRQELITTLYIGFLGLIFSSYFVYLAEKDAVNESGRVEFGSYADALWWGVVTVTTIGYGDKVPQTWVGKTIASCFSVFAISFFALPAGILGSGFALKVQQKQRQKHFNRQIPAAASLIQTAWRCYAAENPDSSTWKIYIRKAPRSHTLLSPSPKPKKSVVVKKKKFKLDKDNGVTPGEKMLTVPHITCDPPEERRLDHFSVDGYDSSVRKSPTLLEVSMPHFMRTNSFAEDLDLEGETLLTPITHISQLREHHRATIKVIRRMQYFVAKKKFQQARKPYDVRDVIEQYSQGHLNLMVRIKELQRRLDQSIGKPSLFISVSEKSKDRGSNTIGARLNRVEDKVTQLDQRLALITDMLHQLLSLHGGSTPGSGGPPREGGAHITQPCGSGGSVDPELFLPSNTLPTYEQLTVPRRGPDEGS
# KCNQ1 pot: potentiators or activators of human KCNQ1 potassium channel | P51787 | CHO-K1 KCNQ1, thallium flux FluxOR fluorescence; active compounds read high | B-score at 10 µM | 310,000 tested, 0.35% active | AID 2648;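 active means fluorescence ratio B-score, a plate-corrected score, at least three library SD, with initial intensity B-score within 5 SD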
#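 Medium – assay buffer, equal DMSO in all wells · Material – CHO-K1 cell line with stable KCNQ1 potassium channel expression · Signal – kinetic FluxOR thallium fluorescence, 10-s 1-Hz baseline, 110-s post-stimulus read · Compound – single concentration per compound, DMSO matched to controls · Schedule – 37 °C overnight plating, 90-min dark dye load, 20-min compound pretreatment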
# * = called active by the depositor; i = inactive; . = no result given.
SMILES,ANO1 activ,RGS4 inh,MrgX1 ag,KCNK9 block,ANO1 block,hERG protect,MrgX1 allo act,KCNK3 inh,RGS4 act,KCNQ1 inh,KCNQ1 pot
COc1cc(NC(=O)Cn2ncc(Cl)c(Cl)c2=O)c(C)cc1[N+](=O)[O-],i,i,.,i,.,-27,.,i,i,i,i
COCCN(C(=O)CCC(=O)Nc1ccccn1)C(C(=O)NCCC(C)C)c1ccc(C)cc1 (configuration not stated),i,i,i,i,i,-9,i,i,i,i,i
CC1CCN(c2cc(N)c(Cl)cc2[N+](=O)[O-])CC1,i,i,i,i,i,-9,7.3*,i,i,i,i
CC(C)C(NC(=O)c1ccc(F)cc1)C(=O)Nc1cccnc1 (configuration not stated),i,i,i,i,i,-3,i,i,i,i,i
O=C(CSc1ccc(Cl)cc1)OCc1nnc(-c2ccccc2)o1,i,i,i,i,i,-6,i,i,i,i,i
CCOC(=O)c1nnc(-c2cccs2)nc1Oc1ccc(Cl)cc1,i,i,i,i,i,-3,i,i,i,i,i
COc1cc(/C=N/Nc2ccc(Cl)c(C(=O)O)c2)ccc1OC(=O)c1ccccc1F,i,i,i,i,i,-14,i,i,i,i,i
CC(C)C(NC(=O)/C(=C\c1ccco1)NC(=O)c1ccco1)C(=O)O (configuration not stated),i,i,i,i,i,-4,i,i,i,i,i
O=C(NC(Cc1ccccc1)C(=O)O)/C(=C/c1cccc([N+](=O)[O-])c1)NC(=O)c1ccco1 (configuration not stated),i,i,i,i,i,-7,i,i,i,i,i
Cc1ccc(-c2nc3ncccc3o2)cc1NC(=O)c1cccnc1,i,i,i,i,i,0,i,i,i,i,i
CCCCN(C)C(=O)c1nc2ccccn2c1CN1CCSCC1,i,i,i,i,i,-5,i,i,i,i,i
O=C(NCCc1nc2ccccc2[nH]1)c1cccc(Br)c1,i,i,i,i,i,-2,i,i,i,i,i
Cc1ccc(S(=O)(=O)N(C)C)cc1NC(=O)c1cc(-c2ccco2)nc2ccccc12,i,i,i,i,i,-5,i,i,i,i,i
N#CCCN(C(=O)CSc1ccc2c(c1)OCCO2)c1ccccc1,i,i,i,i,i,-9,i,i,i,i,i
CCOC(=O)N1CCN(C(=O)c2oc(=O)c3ccccc3c2-c2ccc(C)cc2)CC1,i,i,i,i,i,-7,i,i,i,i,i
Cc1cc2[nH]c(=O)c(=O)[nH]c2cc1S(=O)(=O)N1CCC(C)CC1,i,i,i,i,i,-10,i,i,i,i,i
Cc1ccccc1NC(=O)C1CCN(C2=NS(=O)(=O)c3ccccc32)CC1,i,i,i,i,i,-5,i,i,i,i,i
CCN1CCN(C(=O)C2c3cc(OC)c(OC)cc3C(=O)N(C)C2c2ccc(SC)cc2)CC1 (configuration not stated),i,i,i,i,i,-13,i,i,i,i,i
O=[N+]([O-])c1cccc2c(S(=O)(=O)N3CCOCC3)cccc12,i,i,i,i,i,-8,i,i,i,i,i
COc1ccc(CCNC(=O)CN(c2ccc(C)cc2)S(=O)(=O)c2c(C)noc2C)cc1OC,i,i,i,i,i,-4,i,i,i,i,i
CC(C)C(NS(=O)(=O)c1cccc2nsnc12)C(=O)NC1CCCCC1C (configuration not stated),i,i,i,i,i,-6,i,i,i,i,i
COc1ccc2cc1Oc1ccc(cc1)C[C@H]1c3cc(c(OC)cc3CCN1C)Oc1c(O)c(OC)cc3c1[C@H](C2)N(C)CC3,.,i,i,i,i,-6,i,.,i,i,i
CC1(OC(=O)C2CCCC2)C(=O)C=C2C=C(c3ccsc3)N(Cc3ccccc3)C=C2C1=O (configuration not stated),i,i,i,i,i,-13,i,i,i,i,i
CNC(=O)c1c(NC(=O)c2cccc(N3C(=O)CCC3=O)c2)sc2c1CCCC2,i,i,i,i,i,-8,i,i,i,i,i
CCCOc1ccc(S(=O)(=O)NCCCN2CCOCC2)c2ccccc12,i,i,i,i,i,-8,i,i,i,i,i

# New compounds follow.
SMILES,ANO1 activ,RGS4 inh,MrgX1 ag,KCNK9 block,ANO1 block,hERG protect,MrgX1 allo act,KCNK3 inh,RGS4 act,KCNQ1 inh,KCNQ1 pot
Clc1ccc(SCc2cn3ccccc3n2)cc1,i,i,i,i,i,-6,i,i,i,i,i
CCNC(=O)C1CC(=O)N(c2ccc(Br)cc2)C1 (configuration not stated),i,i,i,i,i,-3,i,i,i,i,i
CCN(CC)S(=O)(=O)c1ccc(O)c(NS(=O)(=O)c2ccccc2F)c1,i,i,i,i,i,-6,i,i,i,i,i
CN(C)C(CNC(=O)c1ccc(S(=O)(=O)Nc2cccc(C(F)(F)F)c2)cc1)c1ccco1 (configuration not stated),i,i,i,i,i,-15,i,i,i,i,i
CC(=O)c1ccc2noc(-c3ccc(C)cc3)c2c1,i,i,i,i,i,-5,i,i,i,i,i
O=C(COC(=O)/C=C/c1cccc(F)c1)Nc1ccc(Cl)cn1,i,i,i,i,i,-3,i,i,i,i,i
CCC(C)NC(=O)C1CCN(S(=O)(=O)c2ccc(OC)cc2)CC1 (configuration not stated),i,i,i,i,i,-6,i,i,i,i,i
Cc1ccc(S(=O)(=O)CCC(=O)Nc2nc(-c3ccncc3)cs2)cc1,i,i,i,i,i,-6,i,i,i,i,i
COc1ccc(C(=O)Nc2ccc3c(c2)nc(CN2CCN(C(C)=O)CC2)n3C)cc1,i,i,i,i,i,-10,i,i,i,i,i
O=C(COC(=O)c1cccs1)Nc1cc(S(=O)(=O)N2CCOCC2)ccc1Cl,i,i,i,i,i,-12,i,i,i,i,i
CN(c1ccccc1C(=O)Nc1ccccc1C(=O)NCc1ccco1)S(C)(=O)=O,i,i,i,i,i,-12,i,i,i,i,i
Cc1cc(C(=O)N2CCCC(C(=O)c3ccc(Oc4ccccc4)cc3)C2)n[nH]1 (configuration not stated),i,i,.,i,.,-22,.,i,i,i,i
Cc1cc(/C=N/n2cnnc2)c(C)n1-c1ccc(Cl)cc1,i,i,i,i,i,-9,i,i,i,i,i
CC1CC(C)CN(C(=O)C2CCCN(S(=O)(=O)c3cccc4nonc34)C2)C1 (configuration not stated),i,i,i,i,i,-3,i,i,i,i,i
CCCCN(CCCC)Cc1ccc(C(=O)NNC(=O)Nc2ccccc2)o1,i,i,i,i,i,-16,i,i,i,i,i
COc1ccc(N(C(C)C(=O)N/N=C/c2ccc(OCC(C)C)cc2)S(C)(=O)=O)cc1 (configuration not stated),i,i,i,i,i,-5,i,i,i,i,i
Cc1cccc(NC(=O)c2cc([N+](=O)[O-])ccc2NC2CCCCC2)c1,i,i,i,i,i,-3,i,i,i,i,i
Cc1noc(C)c1S(=O)(=O)N(CC(=O)Nc1ccc2c(c1)OCO2)c1ccc(C(C)C)cc1,i,.,i,.,i,.,i,i,.,.,.
CC1c2cc3c(cc2CCN1CC(=O)Nc1ccccc1)OCCCO3 (configuration not stated),i,i,i,i,i,-5,i,i,i,i,i
Cc1onc(-c2c(F)cccc2Cl)c1C(=O)NC1CCCCCC1,i,i,i,i,i,-9,i,i,i,i,i
CCCc1nnc(NC(=O)CCC(=O)N2CCN(c3nc(C)cc(C)n3)CC2)s1,i,i,i,i,i,-10,i,i,i,i,i
O=C(CSc1ncc(C(F)(F)F)cc1Cl)N1CCN(S(=O)(=O)c2ccccc2)CC1,i,i,i,i,i,-10,i,i,i,i,i
O=C(OCc1ccc(COC(=O)c2cccnc2Cl)cc1)c1cccnc1Cl,i,i,i,i,i,-5,i,i,i,i,i
Cc1csc(NC(=O)c2ccc(C)c(S(=O)(=O)N3CCOCC3)c2)n1,.,i,i,i,i,-11,i,.,i,i,i
CCOc1cc(C(=O)NC(=S)Nc2cccnc2)cc(OCC)c1OCC,i,i,i,i,i,-2,i,i,i,i,i

# Next part
SMILES,ANO1 activ,RGS4 inh,MrgX1 ag,KCNK9 block,ANO1 block,hERG protect,MrgX1 allo act,KCNK3 inh,RGS4 act,KCNQ1 inh,KCNQ1 pot
Cc1ccc(OCc2nnc(SCC(=O)N3CCOCC3)n2C)cc1,i,i,i,i,i,-10,i,i,i,i,i
O=C(Nc1ccnn1C1CCN(Cc2cccc(OCCO)c2)CC1)C1CC1,i,i,i,i,i,-7,i,i,i,i,i
COc1ccc(C2/C=C\CN(S(=O)(=O)c3ccc(-c4ccccc4)cc3)CC(=O)N2Cc2ccc(F)cc2)cc1 (configuration not stated),i,i,.,i,.,-6,.,i,i,i,i
Cc1oc(-c2ccccc2)cc1C(=O)Nc1cccc(/C=C\C(=O)O)c1,i,i,i,i,i,-6,i,i,i,i,i
Cc1ccc2c(c1)=C(c1ccccc1)N(O)CC(=O)N=2,i,i,i,i,i,-3,i,i,i,i,i
COC(=O)c1ccc(Nc2c([N+](=O)[O-])c(=O)oc3ccccc23)cc1,i,i,i,i,i,-3,i,i,i,i,i
O=C(CSc1nc2ccccc2o1)c1cc2ccccc2oc1=O,i,.,i,.,i,.,i,i,.,.,.
O=S(=O)(c1ccc(NC(=S)Nc2ccc(OC(F)F)cc2)cc1)N1CCOCC1,i,i,i,i,i,-12,i,i,i,i,i
Cc1ccc(N(NC(=O)C(C)(C)O)C(=O)c2ccccc2)cc1C,i,i,i,i,i,-5,i,i,i,i,i
N#CC(C#N)=C(Nc1ccccc1)c1ccccc1,i,i,i,i,i,-10,i,i,i,i,i
O=C(c1ccco1)N1CCN(Cc2ccccc2Br)CC1,i,i,i,i,i,4,i,i,i,i,i
COc1ccc(-n2c(C)c(C(C)=O)c(C(C)=O)c2C)cc1,i,i,i,i,i,-4,i,i,i,i,i

# Another view of three compounds above:
# Values run as follows: ANO1 activ	RGS4 inh	MrgX1 ag	KCNK9 block	ANO1 block	hERG protect	MrgX1 allo act	KCNK3 inh	RGS4 act	KCNQ1 inh	KCNQ1 pot
> COC(=O)c1ccc(Nc2c([N+](=O)[O-])c(=O)oc3ccccc23)cc1
 : i	i	i	i	i	-3	i	i	i	i	i
> O=C(CSc1nc2ccccc2o1)c1cc2ccccc2oc1=O
 : i	.	i	.	i	.	i	i	.	.	.
> O=S(=O)(c1ccc(NC(=S)Nc2ccc(OC(F)F)cc2)cc1)N1CCOCC1
 : i	i	i	i	i	-12	i	i	i	i	i
